Bioassay records: PubChem BioAssay, Sanford-Burnham Center for Chemical Genomics
SENP6 inh = inhibitors of human SENP6 protease; Q9GZR1; inhibition, % at 10 µM; 1.8% of 330,000 active; Recombinant SENP6 catalytic domain, aminoluciferin luminescence;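 active = inhibition above about 50% at the single tested dose, limit read from the data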;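 note: plate controls were DMSO wells with enzyme for no effect and DMSO wells lacking enzyme for full effect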
SENP7 inh = blocks the human protease SENP7; recombinant SENP7, Z-RLRGG-aminoluciferin luminescence, 40 min; inhibition, % at 5 µM; 1.5% of 330,000 active;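 active = inhibition above about 50% at the single test dose, limit read from the data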;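 note: plate controls were DMSO with enzyme for no effect and no enzyme buffer wells for full effect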
Target sequence (Q9BQF6 706-1050 limits assumed): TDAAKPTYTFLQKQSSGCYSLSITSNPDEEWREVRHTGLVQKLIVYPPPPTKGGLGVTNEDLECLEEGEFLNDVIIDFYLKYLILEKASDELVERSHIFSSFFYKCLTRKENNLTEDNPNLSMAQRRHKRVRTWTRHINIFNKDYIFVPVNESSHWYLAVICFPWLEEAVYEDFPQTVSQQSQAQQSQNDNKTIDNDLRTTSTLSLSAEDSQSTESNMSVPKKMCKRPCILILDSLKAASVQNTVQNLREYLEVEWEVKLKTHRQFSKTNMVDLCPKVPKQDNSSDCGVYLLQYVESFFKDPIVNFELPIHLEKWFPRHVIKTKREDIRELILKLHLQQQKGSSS
HKDC1 inh = inhibitors of human hexokinase HKDC1. AID 493160. recombinant HKDC1, G6PDH/diaphorase resazurin coupled fluorescence. 0.16% of 340,000 active. inhibition, % at 20 µM. Q2TB90;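 active = inhibition above about 35% when tested at 20 µM, limit read from the data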;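 note: plate controls were DMSO wells with enzyme for no effect and DMSO wells lacking enzyme for full effect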
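Test system: recombinant HKDC1 (HK5) hexokinase enzyme, produced in-house / Doses: 20 µM test compound, 1% DMSO / Timing: 90 min, room temperature / Detection: G6PDH/diaphorase-coupled fluorescence, 1 mM NADP, 100 µM resazurin, 525/613 nm / Control set: DMSO wells with and without enzyme mix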
SENP8 block-1 = SENP8 protease inhibition | Q96LD8 | purified SENP8, Z-RLRGG-aminoluciferin cleavage, luminescence | inhibition, % at 10 µM | 1.2% of 330,000 active | AID 2540; in the data active = inhibition above about 50%
Target sequence (Q96LD8 whole entry, looked up): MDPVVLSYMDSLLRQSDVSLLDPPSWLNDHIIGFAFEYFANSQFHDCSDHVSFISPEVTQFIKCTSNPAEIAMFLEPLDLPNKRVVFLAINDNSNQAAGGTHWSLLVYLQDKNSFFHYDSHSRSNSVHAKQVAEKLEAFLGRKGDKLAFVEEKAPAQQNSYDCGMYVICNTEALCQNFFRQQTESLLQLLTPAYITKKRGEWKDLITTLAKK
SENP8 block-2 = inhibitors of human SENP8 protease; AID 602440; 0.64% of 360,000 active; Q96LD8; recombinant SENP8, Nedd8 substrate fluorescence; inhibition, % at 20 µM; in the data active = inhibition mostly above about 40%, no sharp cut-off; inactive = mostly below about 27%
SENP1 FRET inh = inhibitors of human SENP1 SUMO protease catalytic domain | Q9P0U3 | recombinant SENP1 catalytic domain, CyPet-SUMO1-YPet FRET cleavage | inhibition, % at 10 µM | 0.21% of 360,000 active | AID 624204;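 active = inhibition at least 30% at 10 µM, raw YFP signal under a set limit, fluorescence ratio 0.5 to 1.5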;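 note: 0% = enzyme with DMSO and 100% = no enzyme wells; some results filed as inactive read as strong as hits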
Target sequence (Q9P0U3 419-644 limits assumed): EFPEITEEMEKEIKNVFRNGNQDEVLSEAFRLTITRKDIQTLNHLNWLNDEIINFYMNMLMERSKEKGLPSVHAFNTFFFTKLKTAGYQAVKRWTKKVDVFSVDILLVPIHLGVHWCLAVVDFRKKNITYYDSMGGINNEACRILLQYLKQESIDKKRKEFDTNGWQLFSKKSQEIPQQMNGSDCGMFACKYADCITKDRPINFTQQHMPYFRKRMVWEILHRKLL
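Assay system: hSENP1 catalytic domain, recombinant. Amount: SENP1 enzyme, 20 pM final. Schedule: 50 min reaction, RT, dark. Technique: FRET, CFP and YFP emission. Control set: no-enzyme wells low, DMSO-plus-enzyme wells high control.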
PfGluPho inh = PfG6PD (Plasmodium falciparum) enzyme inhibition | PfGluPho enzyme, NADPH resazurin-diaphorase fluorescence | inhibition, % at 20 µM | 0.78% of 350,000 active;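 active = inhibition reaching at least a set limit at 20 µM in the primary screen, cut at about 59% in these data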;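 note: 0% = DMSO wells with substrate and 100% = DMSO wells lacking glucose-6-phosphate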
Apaf-1 inh = human Apaf-1 inhibition | O14727 | reconstituted apoptosome caspase-3 activity, DEVD-Rh110 fluorescence | inhibition, % at 20 µM | 0.71% of 330,000 active | AID 489030; active = inhibition of at least 40% at 20 µM;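 note: plate controls were DMSO wells for no effect and DEVD-CHO caspase inhibitor wells for full effect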
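System: Apoptosome proteins | Medium: Hepes pH 7.5 with detergent and BSA | Also added: Cytochrome c trigger plus (Z-DEVD)2-Rh110 caspase-3 substrate | Incubation: 30 min compound preincubation, 50 min activation, room temperature | Detection: Rhodamine 110 fluorescence at Ex 480/Em 540 nm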
* hit, by the source's call; / = not tested or not shown.

SMILES	SENP6 inh	SENP7 inh	HKDC1 inh	SENP8 block-1	SENP8 block-2	SENP1 FRET inh	PfGluPho inh	Apaf-1 inh
Cc1occc1C(=O)NNC(=S)Nc1cccc([N+](=O)[O-])c1	43	-5	-4	2	14	2	-16	11
Cn1c(SCC(=O)Nc2ccc(Br)cc2F)nnc1-c1ccco1	-7	5	1	3	0	2	-5	-7
COC(=O)c1cc(Cl)c(NC(=O)C(C)C)cc1OC	-15	-9	4	-13	12	0	-19	-11
O=C(c1cnn(-c2nc3ccccc3s2)c1)c1ccccc1O	79*	82*	0	38	17	4	3	10
COc1ccc(CNC(=O)c2nnn(Cc3ccc(OC)cc3)c2N)cc1	-17	14	5	-6	14	-2	-7	-2
CCN(CC(=O)NCc1cccs1)C(=O)/C=C/c1cccc(Cl)c1Cl	-7	0	0	-1	4	2	-3	5
CCN(CC(=O)NCc1ccc(F)cc1)C(=O)COc1ccc2ccccc2c1	-6	-5	-1	-9	-2	-3	11	-7
COc1cc(CN2CCN(S(=O)(=O)c3ccccc3)CC2)cc(OC)c1OC	16	-3	2	4	19	2	-4	-5
CC(C)n1c(SCc2ccc(Cl)cc2)nc2c1c(=O)[nH]c(=O)n2C	-15	2	6	-6	21	0	-5	11
O=C(CSc1nccn1Cc1ccco1)Nc1cccc(F)c1	1	11	-5	6	7	0	0	3
COc1cccc(OC(C)c2ccnc3nc(/N=C/N(C)C)nn23)c1 (stereo not drawn)	11	5	2	-6	-302	1	-4	-7
S=c1[nH]nc(-c2cccnc2)o1	2	8	-5	3	-5	1	-2	10
CCCCC(C(=O)NC1CCCC1)N(Cc1ccccc1)C(=O)c1snc(C(N)=O)c1N (stereo not drawn)	6	4	0	-2	-295	-14	2	16
COc1ccc(OCC(=O)Nc2nccs2)cc1	26	83*	-5	62*	13	0	6	2
Cc1onc(-c2ccccc2)c1C(=O)Oc1cccnc1	-9	-6	0	-11	11	0	-12	3
COc1ccc(Cl)cc1C(=O)NC(=S)Nc1ccccc1N1CCOCC1	0	0	-4	-5	14	-1	6	28
CCOc1cc(C2C(C#N)=C(N)Oc3n[nH]c(-c4ccccc4)c32)ccc1O (stereo not drawn)	-13	-4	7	-9	24	-15	3	12
CCC(C)[C@H](NC(=O)N1CCN(c2cccc(C(F)(F)F)c2)CC1)C(=O)OC (stereo partly drawn)	-6	50	-9	-1	4	3	13	11
NS(=O)(=O)c1ccc(CCNC(=O)NC23CC4CC(CC(C4)C2)C3)cc1	-7	-4	-3	-6	10	2	6	0
CCOC(=O)C1CCN(C(=O)Cn2nc(C)n3c(cc4cc(F)ccc43)c2=O)CC1	-11	-16	5	-3	-78	-2	-18	-2
CCCCc1nc(N)c(C#N)c(-c2ccco2)c1CCC	-21	3	12	0	-281	-3	-20	-1
CCOC(=O)c1[nH]c2ccc(Br)cc2c1NC(=O)CCN1CCC(C)CC1	0	-3	-1	-4	-50	0	-18	5
COC(=O)[C@H](CCSC)NC(=O)Nc1ccc(S(N)(=O)=O)cc1	-4	6	-4	0	8	0	-5	-12
O=C(CCCSc1nc2ccccc2[nH]1)NCc1ccc(Cl)cc1	6	3	-8	4	6	2	8	4
CCSc1nc(O)cc(=O)n1-c1ccc(OC)cc1	4	0	-9	-8	8	5	-3	-3
CC(C)(C)c1cc(-n2ccnc2)n2ncc(-c3ccc(Cl)cc3)c2n1	-42	-4	-7	-21	-185	-3	28	27
CO/N=C/C(C(C)=O)C(=O)Nc1ccc(Cl)cc1Cl (stereo not drawn)	56*	-4	-4	10	9	-3	9	2
Cc1ccc2nc(N(CCCN(C)C)C(=O)CN3C(=O)c4ccccc4C3=O)sc2c1	-18	1	-4	3	20	0	1	-4
OCC[C@@H]1C[C@@H](O)[C@H](O)[C@@]2(OCc3ccccc32)O1	-13	5	-6	-13	6	1	1	7
COc1cccc(C2CC(c3c(F)cccc3Cl)n3nc(N)nc3N2)c1 (stereo not drawn)	-11	-6	-3	1	-14	0	-4	10
CC(C)Cn1c(CN2C(=O)c3ccccc3C2=O)nc2ccccc2c1=O	-6	13	0	-12	13	-4	-18	1
O=C(COc1ccc(F)cc1)Nc1nnc(C2CCCCC2)s1	-5	-11	-7	-3	11	-1	-2	-20
COc1cccc(-c2cc(C(=O)Nc3cc(C)n(Cc4ccc(Cl)cc4)n3)no2)c1	2	3	-3	8	11	-1	13	1
Cn1c(N2CCC(C(N)=O)CC2)nc2c1c(=O)n(Cc1ccc(Br)cc1)c(=O)n2C	0	-8	-6	1	16	3	-15	7
CCN1CCN(c2nc3c(C)cccn3c(=O)c2C=C(C#N)C#N)CC1	-3	-6	3	-5	-164	-23	8	4
CCOc1ccc(CCNC(=O)C2CSC3(C)CCC(=O)N23)cc1OCC (stereo not drawn)	-9	6	3	-3	-11	0	-10	1
Cc1c(Cl)cccc1NC(=S)NCc1ccc(Cl)cc1	1	3	-3	-4	17	1	11	3
COc1ccc(CCCNC(=O)C2CCC(=O)N(CCCN3CCCC3=O)C2)cc1 (stereo not drawn)	-10	3	-2	3	1	1	8	-3
O=C(O)C1=CC[C@@H](c2ccc(Cl)cc2)N(S(=O)(=O)c2ccc(Cl)cc2)C1	-13	-5	0	-5	6	1	11	12
COc1cccc(C(=O)Nc2nc3ccccc3[nH]2)c1	94*	95*	-6	90*	-1	18	-9	9
O=C(CSc1nnc(C2CC2)n1Cc1ccccc1)Nc1cccnc1Cl	4	13	-5	4	2	5	-5	1
CCOC(=O)C1CN(S(=O)(=O)c2ccc(OC)cc2)c2cc(Cl)ccc2O1 (stereo not drawn)	1	4	0	3	19	-1	13	18
COc1cccc(CN(C)CC(=O)Nc2cccc(S(=O)(=O)N(C)c3ccccc3)c2)c1OC	/	/	7	/	3	0	10	/
CC1=CC(C)(C(Cl)Cl)C(C)=CC1=O (stereo not drawn)	-9	-5	13	-11	10	1	-9	1
COCCn1c(C)cc(/C=C2/NC(=O)N(c3ccc(Cl)cc3)C2=O)c1C	16	4	-8	15	6	-2	1	11
CCCc1ccc2c(N)c(C#N)sc2n1	-26	2	-9	-11	-318	-9	24	-9
CC(C)(C)OC(=O)C[C@@H]1C/C=C\C[C@@H](CC(=O)N[C@@H](CO)Cc2ccccc2)C(=O)N2CCC[C@@H]2COC1=O	-11	6	2	4	20	3	-3	12
Cc1ccc(C)c(SCC(=O)OCC(=O)Nc2ncc(C(F)(F)F)cc2Cl)c1	-2	-5	13	-2	-10	3	-9	3
Cc1cc(C)n(CC(O)COc2ccccc2[N+](=O)[O-])n1 (stereo not drawn)	-15	2	7	-1	7	2	11	-9
CCc1cc(=O)oc2cc(OCC=C(C)C)ccc12	-3	6	-3	-7	-273	2	-1	5
CC1(CNC(=O)C(=O)NCC2(C)CO2)CO1 (stereo not drawn)	/	/	-6	/	6	2	1	/
COc1cc(/C=N/NS(=O)(=O)c2ccc(C)c([N+](=O)[O-])c2)cc([N+](=O)[O-])c1O	1	-4	3	3	41*	2	-10	0
CCN(CC(=O)Nc1ccccc1C(F)(F)F)C(=O)Cc1cccs1	-6	6	-3	-10	12	0	-1	2
CCn1cnc2sc(C(=O)O)c(C)c2c1=O	-10	0	-4	7	-14	0	1	11
CCN1CCC2(CC1)N=C(c1ccc(F)cc1)C(=S)N2C(=O)c1ccc(C(C)(C)C)cc1	-11	5	4	2	19	2	45	16
O=C(CN1CCN(c2ccccc2)CC1)Nc1nnc(-c2ccccc2)s1	-22	-7	4	-13	-35	-3	-13	20
CCc1cccc(NC(=O)c2ccc(Cn3nc(C)cc3C)o2)c1	-5	-2	-3	-9	20	2	-21	11
O=C(NCc1ccc2c(c1)CCO2)Nc1ccccc1	-9	10	-5	-3	17	0	-8	-16
O=C(Nc1ccccc1Cl)c1ccccc1	-32	-5	-4	3	-6	4	-4	-1
CCC1CCC(C(=O)NC(C(=O)NCCCN2CCCCC2C)C(C)C)CC1 (stereo not drawn)	0	-6	-5	-3	26	0	-4	-21

Other entries follow.
SMILES	SENP6 inh	SENP7 inh	HKDC1 inh	SENP8 block-1	SENP8 block-2	SENP1 FRET inh	PfGluPho inh	Apaf-1 inh
CCN(CC(=O)Nc1ccc(NC(C)=O)cc1)C(=O)CCCN1C(=O)c2ccccc2C1=O	-6	-4	-8	12	13	2	-18	-4
COc1ccc(OCC(=O)N/N=C/c2ccsc2)cc1	-19	6	-1	-9	14	2	-4	4
Cc1cc(C)n(-c2cc(N3CCN(S(=O)(=O)c4ccc(Br)cc4)CC3)ccc2[N+](=O)[O-])n1	0	5	-5	0	15	-2	0	3
COc1ccc(CC(=O)Nc2c(C(=O)N3CCN(c4ccccc4OC)CC3)oc3ccccc23)cc1OC	9	0	3	5	9	2	-9	20
Nc1nc(-c2ccc(Cl)cc2)nnc1-c1ccc(Br)cc1	-14	4	-14	-8	-3	-2	-10	-7
C=CCc1cc(OC)ccc1OCCN(C)Cc1ccccc1	4	0	6	-1	6	2	-1	-3
CCCCN=CC1=C(O)CC(c2ccccc2)CC1=O (stereo not drawn)	17	5	3	-1	11	-10	-5	-14
Cc1noc(C)c1S(=O)(=O)Nc1ccc(C(=O)NC2CCCCCC2)cc1	-3	-8	-6	-6	26	-1	-9	10
O=C1c2ccccc2C(=O)N1CCCCSc1nnnn1-c1ccccc1	-24	1	0	-1	9	1	4	21
O=C(CCCc1c[nH]c2ccccc12)N1CCN(c2ccc(N3CCOCC3)nn2)CC1	4	-14	5	7	-396	-18	-8	-1
CCOC(=O)c1c(C)[nH]c(C(=O)COC(=O)[C@H](C)NC(=O)c2ccccc2Cl)c1C	-5	-3	-9	-6	24	1	6	9
CCOc1ccc(C(=O)N2CCC3(CC2)NCCc2[nH]cnc23)cc1OCC	-4	2	-7	-10	14	2	-1	-4
COC(=O)c1cc(NC(=O)c2ccc(C)cc2)c(=O)oc1C	37	38	-4	20	-2	-7	5	12
COc1cc(C2C3C(=O)N(c4ccccc4)C(=O)C3ON2c2ccccc2)ccc1O (stereo not drawn)	14	1	0	-2	7	2	-8	2
CCCCN(c1ccccc1)c1ncnc(N)c1[N+](=O)[O-]	-15	-13	8	-9	24	0	-8	2
C#CCOCCOCCOCCNc1nc(N2CCN(C(=O)Cn3cc(CCCCN)nn3)CC2)nc(N2CCN(C(=O)Cn3cc(CC(C)O)nn3)CC2)n1 (stereo not drawn)	13	-5	7	6	16	3	-13	5

Looked up one by one from the entries so far (6):
SMILES	SENP6 inh	SENP7 inh	HKDC1 inh	SENP8 block-1	SENP8 block-2	SENP1 FRET inh	PfGluPho inh	Apaf-1 inh
CCN(CC(=O)Nc1ccccc1C(F)(F)F)C(=O)Cc1cccs1	-6	6	-3	-10	12	0	-1	2
Cc1cc(C)n(-c2cc(N3CCN(S(=O)(=O)c4ccc(Br)cc4)CC3)ccc2[N+](=O)[O-])n1	0	5	-5	0	15	-2	0	3
COc1cc(CN2CCN(S(=O)(=O)c3ccccc3)CC2)cc(OC)c1OC	16	-3	2	4	19	2	-4	-5
COc1ccc(CCCNC(=O)C2CCC(=O)N(CCCN3CCCC3=O)C2)cc1 (stereo not drawn)	-10	3	-2	3	1	1	8	-3
Cc1occc1C(=O)NNC(=S)Nc1cccc([N+](=O)[O-])c1	43	-5	-4	2	14	2	-16	11
CCN1CCN(c2nc3c(C)cccn3c(=O)c2C=C(C#N)C#N)CC1	-3	-6	3	-5	-164	-23	8	4
